# Source: PubChem BioAssay (several laboratories)
# TAAR1 antagonist: antagonists of human TAAR1. CHO RD-HGA16 TAAR1, Fluo-8 calcium fluorescence, antagonist. inhibition, % at 3 µM. actives 1.5% (n = 360,000). Q96RJ0;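 active = inhibition above a per-plate cutoff, the mean inhibition of test compounds on that plate plus 3 SD, cut at about 49% in these data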;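 note: 0% = DMSO plus EC80 beta-PEA response and 100% = DMSO alone without agonist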
# Target sequence (Q96RJ0 whole entry, looked up): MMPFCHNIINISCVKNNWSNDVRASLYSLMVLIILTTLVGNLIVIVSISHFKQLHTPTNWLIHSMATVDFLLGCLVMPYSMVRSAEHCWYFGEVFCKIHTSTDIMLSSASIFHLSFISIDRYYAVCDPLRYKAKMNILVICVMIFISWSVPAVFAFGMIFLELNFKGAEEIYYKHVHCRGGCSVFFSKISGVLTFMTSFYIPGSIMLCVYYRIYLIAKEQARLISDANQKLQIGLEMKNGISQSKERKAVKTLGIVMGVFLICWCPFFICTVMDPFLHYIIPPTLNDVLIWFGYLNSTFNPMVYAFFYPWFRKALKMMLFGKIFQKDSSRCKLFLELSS
#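 Assay system: CHO-derived RD-HGA16 cells stably expressing human TAAR1 plus Gα16. Timing: 140 s kinetic read after compound, 140 s after agonist. Technique: kinetic Fluo-8 calcium fluorescence measurement. Measure: % inhibition of agonist calcium response.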
# CRFBP-R2 block: antagonists of CRF-binding protein/CRF-R2 receptor complex. AID 588475. inhibition, % at 11.8 µM. actives 0.59% (n = 350,000). HEK293 CRF-R2/CRF-BP, CRF-induced calcium fluorescence;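 active = inhibition of the ligand-induced calcium signal above about 50% at the single tested concentration, limit read from the data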
# M4 PAM: positive allosteric modulators of human muscarinic M4 receptor; activation, % at 3 µM; actives 0.4% (n = 360,000); P08173; CHO-K1 hM4/Gqi5, Fluo-8 calcium fluorescence, ACh EC20; 0% = ACh EC20, 100% = maximal ACh;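 active = activation above its plate's cutoff, the mean activation of sample wells plus 3 SD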; note: some results filed as inactive read as strong as hits
# Target sequence (P08173 whole entry, looked up): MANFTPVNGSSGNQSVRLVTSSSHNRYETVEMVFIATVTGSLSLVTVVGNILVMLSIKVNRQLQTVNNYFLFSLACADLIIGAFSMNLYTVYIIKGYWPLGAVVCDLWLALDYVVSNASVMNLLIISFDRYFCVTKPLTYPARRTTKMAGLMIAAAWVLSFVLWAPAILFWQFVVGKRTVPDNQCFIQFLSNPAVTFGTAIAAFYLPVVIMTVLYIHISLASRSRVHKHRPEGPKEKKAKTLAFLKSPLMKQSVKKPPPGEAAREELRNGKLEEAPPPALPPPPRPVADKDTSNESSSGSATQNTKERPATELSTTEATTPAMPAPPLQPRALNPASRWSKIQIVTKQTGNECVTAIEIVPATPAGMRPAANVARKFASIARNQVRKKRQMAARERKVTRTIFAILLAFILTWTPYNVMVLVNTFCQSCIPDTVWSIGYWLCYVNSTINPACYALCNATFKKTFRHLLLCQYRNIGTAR
# TAAR1 ag: human TAAR1 agonism; CHO RD-HGA16 TAAR1, Fluo-8 calcium fluorescence; vehicle wells 0%, saturating PEA agonist 100%; activation, % at 3 µM; actives 0.99% (n = 360,000); AID 624467;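 active = activation above the mean activation of all test compounds in the run plus 3 SD, cut at about 38% in these data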
#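 System: CHO RD-HGA16 cells carrying human TAAR1 plus Gα16; Incubation: 17-24 h seeding, 75 min 37 °C dye, 30 min RT; Measured by: Fluo-8 fluorescence, 5 s baseline then 140 s kinetic read; Control set: DMSO and PEA EC100; Replication: single well for each compound.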
# CHRM5 antagonist: blocks acetylcholine activation of human M5 receptor. P08912. CHO-hM5 cells, Fluo-8 calcium fluorescence, ACh EC80. inhibition, % at 3 µM. actives 0.59% (n = 360,000). AID 624040;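 active = inhibition above a per-plate cutoff, the mean of that plate's test compounds plus 3 SD, cut at about 27% in these data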;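 note: 0% = acetylcholine EC80 with DMSO and 100% = DMSO without agonist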
# CHO-K1 Ca PAM: nonselective activator or artifact in parental CHO-K1 calcium assay; ATP EC20, Fluo-8 calcium fluorescence; 0% at ATP EC20, 100% at ATP max; activation, % at 3 µM; actives 0.02% (n = 360,000); AID 602247;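 active = activation above the run cutoff, the mean activation of all test compounds plus 3 SD, cut at about 40% in these data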;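 note: peak over basal fluorescence ratio in a 140 s read after ATP addition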
# CRFR2-BP ag: agonists of human CRF-binding protein/CRF-R2 receptor complex | HEK293 CRF-R2/CRF-BP, calcium dye fluorescence (FLIPR); percent of saturating CRF peptide response | activation, % at 13.2 µM | actives 0.46% (n = 350,000);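 active = activation of at least 50%, plus an integration ratio under a set limit after plate pattern correction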;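 note: plate controls were neutral control wells without compound for no effect and CRF at EC100 for full effect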
# M5 ag: agonists of human muscarinic M5 receptor (CHRM5); P08912; CHO-K1 hM5 cells, Fluo-8 calcium fluorescence; 0% DMSO wells, 100% maximal acetylcholine response; activation, % at 3 µM; actives 0.19% (n = 360,000); AID 624037;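 active = activation above the run's mean over test compounds plus 3 SD, cut at about 23% in these data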;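 note: signal is peak over basal fluorescence ratio across the kinetic read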
# CHRM5 PAM: potentiates acetylcholine response at human M5 receptor. activation, % at 3 µM. actives 0.3% (n = 360,000). P08912. CHO-K1 hM5, Fluo-8 calcium, ACh EC20 PAM; 0% = ACh EC20, 100% = ACh EC100. AID 624038;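 active = activation above the run cutoff, the mean activation of all test compounds plus 3 SD, cut at about 18% in these data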
#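 System: CHO-K1 hM5 cells. Reagent: acetylcholine, EC20 level. Compound dosing: single dose, 3 µM nominal final test concentration. Timing: Post-acetylcholine fluorescence recording 140 s. Detection: Fluo-8 calcium fluorescence. Read-out: % activation, ACh-normalized. Benchmarks: ACh EC20 and EC100 wells. Repeats: singlicate, one well per test compound.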
# * = called active by the depositor; x = not tested or not shown; & = joins results of further samples.
SMILES,TAAR1 antagonist,CRFBP-R2 block,M4 PAM,TAAR1 ag,CHRM5 antagonist,CHO-K1 Ca PAM,CRFR2-BP ag,M5 ag,CHRM5 PAM
COc1cccc(CNC(=O)CCNC(=O)c2ccccc2OC)c1,-23,-2,8,1,-11,-20,1.5,-3,4
CCOc1ccc(S(=O)(=O)NC2CC2)cc1,-12,-1,0,0,1,7,0.3,-5,-4
Cc1c(NC(=O)C2CC(c3c(F)cccc3Cl)=NO2)c(=O)n(-c2ccccc2)n1C (stereo not given),-1,-20,7,2,0,26,-1.6,0,2
Clc1ccccc1CONc1ncnc2nonc12,23,-8,3,2,1,10,-3.1,-4,-1
O=C(NNC(=O)c1ccc(O)c(Cl)c1)c1cccc(S(=O)(=O)N2CCOCC2)c1,-22,-4,-2,2,-7,18,1.2,-1,12
Cn1ccc(C(=O)N/N=C/c2c[nH]c3ccccc23)n1,6,3,-1,-2,-3,0,-1.1,1,28*
Cc1ccc(N2C(=O)NC(NC(=O)C(C)(C)C)(C(F)(F)F)C2=O)cc1C (stereo not given),-5,5,1,0,-3,-8,0.0,3,-5
O=C(CNCc1ccccc1Cl)Nc1ccccc1N1CCCCC1,-7,7,1,3,4,-12,-2.7,-3,4
O=C(NCCCN1CCCC1=O)c1ccccc1OCc1ccc(Cl)cc1Cl,-29,-3,4,10,12,0,-2.3,-2,-1
CCCc1nc2sc3c(c2c(=O)n1NC(=O)CCCl)CCCC3,0,-8,21,2,-2,0,-2.2,-6,-4
CCCCCc1nnc(NC(=O)C2COc3ccccc3O2)s1 (stereo not given),6,-16,8,-3,2,2,-0.2,0,3
COc1ccc(CN(C)CCCn2ccc(N)nc2=O)cc1OC,-6,13,-16,1,7,2,1.6,1,-2
CCN=C1SC(CC(=O)NC(C)c2ccccc2)C(=O)N1CC (stereo not given),-1,14,-6,0,5,10,-1.1,-3,5
Cc1cccc(N=C2CSC(=O)N2)c1,7,-3,1,0,15,21,-0.8,1,3
CCCCCCCCOc1ccc(C(=O)O)cc1,-8,27,22*,-1,4,-10,-2.0,1,6
CC(=O)Nc1c(OC(C)=O)ccc2c(C)cc(=O)oc12,-13,-9,10,9,-7,20,-0.4,-2,0
COc1ccc(OC)c(NC(=O)COC(=O)CCc2nc3ccccc3c(=O)[nH]2)c1,13,20,5,2,15,16,-2.8,3,-8
CCCC1C2C(=O)N(c3cccc(C)c3)C(=O)C2ON1c1ccccc1 (stereo not given),-2,5,1,-1,15,7,-4.5,-6,-6
CC(=Nc1ccccc1)Nc1ccccc1,1,-12,-3,5,5,17,-3.2,-8,4
Cc1cc(=O)n2[nH]c(-c3ccc(F)cc3)nc2n1,-4,-10,6,8,-2,8,-3.5,-2,0
CCOc1ccc(-c2nnc(SCC(=O)Nc3cc(C)on3)o2)cc1,-34,5,-7,-1,7,15,0.4,-1,2
COc1ccc(C)cc1NC(=O)Cc1c(C(=O)O)n(C)c2ccccc12,-17,11,-3,6,12,2,0.1,0,0
COC(CCN(C)C)(c1ccccc1)c1ccccc1,3,-8,-8,14,12,20,0.9,-6,-24
OC(CNCC1CCCO1)COc1ccc(OCC(O)CNCC2CCCO2)cc1 (stereo not given),x,-8,5,x,9,-1,-0.3,1,-10
COc1ccc(NCc2n[nH]c(=O)c3ccccc23)cc1,-3,0,-3,1,-6,3,0.3,0,2
SMILES,TAAR1 antagonist,CRFBP-R2 block,M4 PAM,TAAR1 ag,CHRM5 antagonist,CHO-K1 Ca PAM,CRFR2-BP ag,M5 ag,CHRM5 PAM
CC1(c2ccc3noc(-c4cccc(F)c4)c3c2)OCCO1,6,-7,-1,1,10,22,-1.3,-3,1
O=C(Nc1cccc2ccccc12)c1[nH]c(-c2ccccc2)c2c1C(=O)N(C1CC1)C2=O,-11,x,2,3,-8,8,x,1,-3
OCCCn1c(CCNc2nc(-c3ccc(F)cc3)cs2)nc2cc(C(F)(F)F)ccc21,35,7,5,7,17,15,-0.3,-3,-2
CN(Cc1ccccc1)S(=O)(=O)c1ccccc1Br,-3,27,-2,0,-4,17,-3.6,0,-3
C=CCC1c2cccc(C(=O)O)c2C(=O)N1c1cccc(OC)c1 (stereo not given),-3,2,-1,1,1,1,-0.6,-1,-1
O=C(O)C1CC(c2ccccc2)=NO1 (stereo not given),-9,-2,-3,18,-5,8,1.4,2,7
COc1cc(NC(=O)CCc2c(C)noc2C)c(C(=O)O)cc1OC,2,28,1,2,4,1,-1.6,0,-2
COCCN1C(=O)c2ccccc2C(C(=O)Nc2ccc3c(c2)OCCO3)C1c1ccc(F)cc1 (stereo not given),-9,-18,5,5,1,-1,0.3,-1,-3
Cc1ccc2[nH]c(=O)c(CNS(=O)(=O)c3ccccc3)c(-c3ccccc3)c2c1,20,-73,-5,8,0,5,-0.3,7,-6
CCOC(=O)C1=C(C)SC2=NS(=O)(=O)CCN21,-9,4,-2,16,7,6,0.6,2,-7
Cc1ccc(CN2CCC(C(=O)c3ccc(F)cc3)CC2)cc1,-40,-29,-3,2,22,-2,0.1,-9,-3
Cc1c(NC(=O)c2cc(-c3ccccc3)nc3ccccc23)c(=O)n(-c2ccccc2)n1C,59*,-9,4,14,9,4,-5.7,1,-32
CC(C)(C)C(=O)NC(=S)Nc1ccc(C(F)(F)F)cc1,-28,11,-37,9,18,-22,0.2,-1,-17
CCOC(=O)C1=C(C)Nc2nc(SCC(=O)OC)nn2C1c1cc(F)cc(F)c1 (stereo not given),-1&2,-8&-1,4&4,2&5,-4&-3,-1&5,-3.9&1.4,-1&0,-1&2
Cc1cc(C(=O)CSc2nnc(N)s2)c(C)n1C1CC1,-20,-4,8,0,-6,3,0.7,-2,5
COc1ccc2nc(NC(=O)CSCc3c(C)noc3C)sc2c1,9,-3,-1,0,4,16,-1.7,-2,-4
CC1(C)Cc2c(sc(NC(=O)/C=C/C(=O)O)c2C#N)CO1,-4,18,-3,0,12,6,1.2,-2,-3
CC1(C)C2CCC(C2)C1(C)NC(=O)CN1CCCC1 (stereo not given),-13,-1,0,6,-11,17,0.1,2,-4
CN1CCN(C(=O)c2cnn(-c3ccccc3)c2NC(=O)c2ccc([N+](=O)[O-])cc2)CC1,-25,2,6,1,-2,-1,0.0,-3,3
COc1ccc(-c2nnc(SC(C)C(=O)Nc3nccs3)n2Cc2ccccc2)cc1OC (stereo not given),-1,44,-7,13,6,4,1.1,-2,-2
COC(=O)/C=C1\S/C(=N/N=C/c2ccc(Cl)cc2)NC1=O,-1,-5,-7,1,5,12,4.3,5,2
CCc1cc2c(=O)n(CCC(C)C)c(=S)[nH]c2s1,-38,6,-2,-1,2,8,-0.6,1,10
O=[N+]([O-])c1ccc(N2CCN(S(=O)(=O)c3ccccc3)CC2)cc1N1CCc2ccccc2C1,-4,11,0,0,-5,14,-2.5,1,1
CCOc1ccc(CN2CCN(Cc3ccc4cc(F)ccc4n3)CC2CCO)cc1 (stereo not given),-14,-11,0,-1,-7,6,-0.9,1,14
CCCCNC(=O)C[C@@H]1C[C@@]2(C(=O)OC)CC(C)(C)CC=C2N(Cc2ccccc2)C1=O,-18,x,13,3,-6,x,x,-2,10

# An excerpt from above in order of molar mass, largest number first:
SMILES,TAAR1 antagonist,CRFBP-R2 block,M4 PAM,TAAR1 ag,CHRM5 antagonist,CHO-K1 Ca PAM,CRFR2-BP ag,M5 ag,CHRM5 PAM
O=[N+]([O-])c1ccc(N2CCN(S(=O)(=O)c3ccccc3)CC2)cc1N1CCc2ccccc2C1,-4,11,0,0,-5,14,-2.5,1,1
Cc1c(NC(=O)c2cc(-c3ccccc3)nc3ccccc23)c(=O)n(-c2ccccc2)n1C,59*,-9,4,14,9,4,-5.7,1,-32
CCOc1ccc(CN2CCN(Cc3ccc4cc(F)ccc4n3)CC2CCO)cc1 (stereo not given),-14,-11,0,-1,-7,6,-0.9,1,14
Cc1ccc2[nH]c(=O)c(CNS(=O)(=O)c3ccccc3)c(-c3ccccc3)c2c1,20,-73,-5,8,0,5,-0.3,7,-6
COc1ccc2nc(NC(=O)CSCc3c(C)noc3C)sc2c1,9,-3,-1,0,4,16,-1.7,-2,-4
COC(=O)/C=C1\S/C(=N/N=C/c2ccc(Cl)cc2)NC1=O,-1,-5,-7,1,5,12,4.3,5,2
Cc1ccc(CN2CCC(C(=O)c3ccc(F)cc3)CC2)cc1,-40,-29,-3,2,22,-2,0.1,-9,-3
Cc1cc(C(=O)CSc2nnc(N)s2)c(C)n1C1CC1,-20,-4,8,0,-6,3,0.7,-2,5
CC1(C)Cc2c(sc(NC(=O)/C=C/C(=O)O)c2C#N)CO1,-4,18,-3,0,12,6,1.2,-2,-3
CC1(c2ccc3noc(-c4cccc(F)c4)c3c2)OCCO1,6,-7,-1,1,10,22,-1.3,-3,1
CCOC(=O)C1=C(C)SC2=NS(=O)(=O)CCN21,-9,4,-2,16,7,6,0.6,2,-7
CC1(C)C2CCC(C2)C1(C)NC(=O)CN1CCCC1 (stereo not given),-13,-1,0,6,-11,17,0.1,2,-4

# (more compounds)
SMILES,TAAR1 antagonist,CRFBP-R2 block,M4 PAM,TAAR1 ag,CHRM5 antagonist,CHO-K1 Ca PAM,CRFR2-BP ag,M5 ag,CHRM5 PAM
O=C(COC(=O)Cn1cc(C(F)(F)F)ccc1=O)Nc1ccc(Br)cc1F,-30,-5,1,1,-3,-15,-1.5,-2,-3
Cc1ccc(NC(=S)N2CCCCC2CO)cc1C (stereo not given),-4,19,-5,3,0,8,-0.6,-4,-6
Cc1cccc(COC[C@H](Cc2ccccc2)N2CCN(C(=O)c3cccc(C)c3)CCC2=O)c1,26,x,-2,0,13,1,x,3,-16
CN(C)c1nc(C=C(C#N)C#N)c(Cl)n1-c1ccc(F)cc1,-34,6,13,-1,-9,7,0.4,-2,1
O=C(CSc1nnc(CNC(=O)c2c(F)cccc2Cl)o1)NC1CCCCC1,-6,-10,-1,1,8,-2,0.9,-2,-3
O=C(N/N=C/c1coc2ccccc2c1=O)c1ccccc1,8,-18,5,0,9,10,-3.3,2,0
COc1cc(/C=C/C(=O)OCC(=O)NCc2ccco2)ccc1OC(F)F,-12,0,2,-2,19,16,-1.9,-4,-7
CCCC(=O)N1CCN(c2nc3ccc(Br)cc3s2)CC1,0,-3,29*,1,7,12,-0.4,2,-8
